STK33 kinase inh – inhibitors of purified STK33 kinase, primary screen, biochemical, ADP-Glo luminescence, homogeneous, cell-free | Serine/threonine-protein kinase 33 (Homo sapiens), Q9BYT3 | MBP phosphorylation | inhibition, % at 10 µM | 0.073% of 320,000 active | AID 2661, 2010;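 active = inhibition at or above 25%, using the most active replicate where run in duplicate; inactive = inhibition below 25%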
Target sequence (Q9BYT3 whole entry, looked up): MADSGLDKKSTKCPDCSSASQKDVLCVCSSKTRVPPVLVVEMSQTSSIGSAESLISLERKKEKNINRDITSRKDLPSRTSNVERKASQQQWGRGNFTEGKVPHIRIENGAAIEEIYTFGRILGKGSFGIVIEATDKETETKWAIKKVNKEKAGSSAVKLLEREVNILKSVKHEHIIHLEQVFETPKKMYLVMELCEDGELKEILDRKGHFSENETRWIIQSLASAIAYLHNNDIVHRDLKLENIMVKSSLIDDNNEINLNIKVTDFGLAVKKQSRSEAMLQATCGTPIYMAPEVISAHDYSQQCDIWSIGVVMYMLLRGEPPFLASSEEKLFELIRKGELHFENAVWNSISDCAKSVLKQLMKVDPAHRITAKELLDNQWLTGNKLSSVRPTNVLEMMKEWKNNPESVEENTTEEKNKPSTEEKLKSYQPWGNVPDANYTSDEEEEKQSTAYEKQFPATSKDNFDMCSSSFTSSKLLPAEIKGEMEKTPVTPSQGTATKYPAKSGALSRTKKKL
Kir21 block – inhibitors of mouse Kir2.1 inward-rectifier potassium channel; 0.85% of 310,000 active; HEK293-Kir2.1, FluxOR thallium flux fluorescence; stronger effect = lower value; B-score at 10 µM; AID 1672, 2009;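 active = fluorescence ratio B-score at or below minus 3 SD of library scores, with starting-brightness B-score within 2 SD, cut at about -4.2 in these data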;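 also: channel flux triggered by added potassium and thallium sulfate stimulus; B-score of peak minus minimum fluorescence over baseline after thallium stimulus; more negative B-score means stronger Kir2.1 block with less thallium influx; some compounds called inactive have numbers as strong as hits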
Target sequence (P35561 whole entry, looked up): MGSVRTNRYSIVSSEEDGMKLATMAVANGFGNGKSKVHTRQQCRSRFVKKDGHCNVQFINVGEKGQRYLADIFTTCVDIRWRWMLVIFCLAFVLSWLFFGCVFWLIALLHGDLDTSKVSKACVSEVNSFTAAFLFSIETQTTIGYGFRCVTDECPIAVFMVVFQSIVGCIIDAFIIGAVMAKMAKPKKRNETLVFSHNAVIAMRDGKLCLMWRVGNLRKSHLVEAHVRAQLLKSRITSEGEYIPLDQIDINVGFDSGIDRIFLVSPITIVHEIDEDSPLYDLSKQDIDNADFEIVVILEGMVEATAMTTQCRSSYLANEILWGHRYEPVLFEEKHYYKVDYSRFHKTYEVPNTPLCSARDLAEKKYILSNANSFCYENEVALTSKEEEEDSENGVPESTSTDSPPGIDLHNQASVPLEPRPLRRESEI
The depositor's hits bear a star; x = not tested or not shown.

Molecule,STK33 kinase inh,Kir21 block
CCc1ccc2n(-c3ccc(OC)cc3)c([S-])c(C(=O)Nc3cc(C)cc(C)c3)[n+]2c1,-1.8,-0.06
O=C(Nc1cccnc1Cl)c1cccnc1Cl,0.0,-0.15
CC(=O)C1=C(O)C(=O)N(c2ccc(S(=O)(=O)Nc3nccs3)cc2)C1c1ccc([N+](=O)[O-])cc1 (stereo not drawn),-3.8,0.75
Cc1ccc(-c2csc3nc[nH]c(=O)c23)c(C)c1,-0.4,1.8
Cc1onc(-c2ccccc2)c1C(=O)NNC(=S)NC(=O)c1ccc(F)cc1,0.6,0.88
O=C(/C=C/c1c(Cl)cccc1Cl)n1cccn1,-2.2,-0.71
CC(NC(=O)Cc1ccc(F)cc1)c1ccccc1 (stereo not drawn),-0.9,0.91
CC1Cc2nc(SCC(=O)Nc3ccc4c(c3)OCO4)n(CCc3ccccc3)c(=O)c2S1 (stereo not drawn),0.1,-1.9
COc1cc2c(cc1OC)-c1cc(Nc3cccc(F)c3)nc(=O)n1CC2,x,0.13
CC(NC(=O)c1ccc(N2CCCC2)c([N+](=O)[O-])c1)c1ccc(S(N)(=O)=O)cc1 (stereo not drawn),-0.9,0.09

More results:
Molecule,STK33 kinase inh,Kir21 block
O=C(CC12CC3CC(CC(C3)C1)C2)NC(=S)NCc1ccco1,-1.0,-0.01
CCN1CCN(C(=O)CS(=O)(=O)Cc2nc(-c3ccccc3C)oc2C)CC1,-0.8,0.64
O=C1N/C(=N\N=C\c2cccs2)SC1Cc1ccc(Cl)c(Cl)c1 (stereo not drawn),x,-1
COc1ccc(OC)c(NC(=S)NCCC(c2ccccc2)c2ccccc2)c1,0.1,1.4
COc1ccc(CN2CCc3cc(OC)c(OC)cc3C2)cc1O,0.3,0.48
Cc1ccc2c(N)[nH]nc2n1,0.2,-0.67
COc1c(C)cccc1C(=O)Nc1ccc(N2CCN(C(=O)c3ccccc3C)CC2)cc1,-1.4,0.68
CSc1cccc(NC(=O)COC(=O)c2ccccn2)c1,-0.4,x
Cc1ccc(NC(=O)CSc2nnc(C3COc4ccccc4O3)o2)c(Cl)c1 (stereo not drawn),-5.3,0.21
C=CCN(CC(=O)NCc1ccc(OC)cc1)C(=O)c1csnn1,-1.0,0.26

(further entries)
Molecule,STK33 kinase inh,Kir21 block
C=CCN1C(=O)C(Cc2ccc(OC)cc2)SC1=Nc1ccc(C(=O)O)cc1 (stereo not drawn),-1.4,-0.3
CCc1ccccc1NC(=O)Nc1ccc(F)cc1,1.0,-0.98
Cc1cccc(C(=O)c2c(N)sc3c2CCCC3)c1,-2.1,0.23
COc1ccc(CCNC(=O)CN(C)S(=O)(=O)c2cccs2)cc1OC,-1.3,-0.88
Cc1nc2ccc(C(=O)O)cc2c2c1CC(C)S2 (stereo not drawn),1.4,1.9
CCN1CCN(c2ccc(S(=O)(=O)N3CCCCC3)cc2NC(=O)COc2ccccc2)CC1,0.1,0.43
CC(=O)Nc1ccc(S(=O)(=O)n2nc(-c3ccc(C)cc3)nc2N)cc1,-1.1,-2.9
Cn1c(=O)n(C)c2cc(NC(=O)CCl)ccc21,-0.5,0.2
Cc1ccc(C(=O)c2c[nH]c(C(=O)NCc3cccnc3)c2)cc1,-0.6,-1.2
O=C(NCc1ccco1)c1ccccc1NS(=O)(=O)c1ccc(Cl)s1,-0.4,-0.96

(further entries)
Molecule,STK33 kinase inh,Kir21 block
COc1ccc(N=Cc2c(O)n(-c3cccc(C)n3)c(=O)c3ccccc23)cc1,-2.0,0.94
O=C(NCC(=O)N1CCCCCCC1)c1ccc(Br)o1,-0.3,1.1
NC(=O)COC(=O)CC(NC(N)=O)c1ccc(Cl)cc1 (stereo not drawn),-0.1,0.79
O=S(=O)(O/N=C1\CCCc2ccccc21)c1ccccc1,-2.0,0.75
COc1ccc(CNC(=O)C[C@H]2C(=O)N(C3CCCCC3)C[C@@H]2Cc2ccccc2)cc1,-1.4,0.02
CCC(C)NC(=O)CSc1nnc(-c2ccc(Cl)cc2)n1N (stereo not drawn),0.3,-1.8
Cn1c(-c2ccc(F)cc2)cnc1SCC(=O)Nc1ccccc1,-0.7,0.16
COc1ccccc1N1CCN(C(=O)CSc2nc(N)cc(=O)[nH]2)CC1,-0.1,0.33
O=C(CSc1nc2ccccc2c(=O)n1NC(=O)c1ccccc1)c1ccccc1,-3.7,0
CCOC(=O)C1=C(COC(=O)c2ccccc2OC(F)F)NC(=O)NC1C (stereo not drawn),0.5,1.4

Next part.
Molecule,STK33 kinase inh,Kir21 block
CCOc1ccc(CN2CCN(CCCn3cccn3)CC2CCO)cc1 (stereo not drawn),-1.3,-0.96
CC(C)OC(=O)c1c(NS(=O)(=O)c2ccccc2)sc2c1CCCC2,1.1,-0.65
CN(C)S(=O)(=O)c1cccc(-c2csc(N/N=C/c3ccco3)n2)c1,-1.2,-1.9
CCOC(=O)C(C)NC(=O)Cn1ncc2c(=O)oc3ccc(C)cc3c21 (stereo not drawn),0.6,0.64
CC(=O)Nc1ccc(N2C(=O)CSC2c2ccc([N+](=O)[O-])cc2)cc1 (stereo not drawn),0.6,1.5
CCOC(=O)c1cnc2c(cnn2C)c1NCCCN(C)C,0.6,0.22
CCOc1ccc(N2Cc3ccccc3C2)cc1,6.6,-0.29
COc1ccc(CCNC(=O)C(=O)NCC2OCCN2S(=O)(=O)c2ccc(Br)cc2)cc1 (stereo not drawn),-1.7,0.45
CC(=O)N1c2ccc(S(=O)(=O)N3CCCC3C(=O)Nc3ccc(C)cc3)cc2CC1C (stereo not drawn),-0.4,0.12
CC(C)Cn1c(N)c(C(=O)CSc2ccc3c(c2)OCCO3)c(=O)n(C)c1=O,-0.9,0.55

(more compounds)
Molecule,STK33 kinase inh,Kir21 block
Cc1cccc(C)c1NC(=O)CSCC(=O)O,-0.9,0.4
C=CCNC(=O)c1ccc(N(CC=C)S(C)(=O)=O)cc1,-1.7,0.75
Oc1ccc2c(c1)oc1cc(O)ccc12,12,0.08
O=C(CSc1ccc(-c2ccc(Cl)cc2)nn1)Nc1ccc2c(c1)OCCO2,-0.3,0.85
NCC(O)COCCC12CC3CC(CC(C3)C1)C2 (stereo not drawn),-1.7,-2.6
Cc1nnc(SCC(=O)N2CCN(C(=O)c3ccco3)CC2)n1C,-0.3,x
CCOc1ccc(S(=O)(=O)N2CCCCC2)cc1NC(=O)C1CSC2(C)CCC(=O)N12 (stereo not drawn),0.7,-0.32
CN1CCN(C(=S)NCCc2ccccc2)CC1,-3.4,0.14
CCOc1ccc(OCC(=O)Nc2c3c(nn2C(C)(C)C)CS(=O)(=O)C3)cc1,0.0,-0.04
O=C(CSc1nc2ccccc2c(=O)n1CC1CCCO1)NCC1CCCO1 (stereo not drawn),0.3,-0.97

Looked up by structure from above:
Molecule,STK33 kinase inh,Kir21 block
CCOc1ccc(OCC(=O)Nc2c3c(nn2C(C)(C)C)CS(=O)(=O)C3)cc1,0.0,-0.04
NCC(O)COCCC12CC3CC(CC(C3)C1)C2 (stereo not drawn),-1.7,-2.6

Next results
Molecule,STK33 kinase inh,Kir21 block
Cc1ccc(C)c(S(=O)(=O)N2CCCOC2CNC(=O)C(=O)NCCc2ccco2)c1 (stereo not drawn),-0.4,-0.99
CCCC(C)C(=O)Nc1nnc(C)s1 (stereo not drawn),-0.5,-0.65
CCC(C)NC(=O)CSc1ccc(Cl)cc1 (stereo not drawn),-0.4,0.08
CC(=O)c1ccc(OCc2cc(C(=O)N3CCN(C4CCCC4)C(=O)C3)no2)cc1,-0.3,-0.82
Cc1ccc(C(=O)CSc2nc3cccnc3n2C)cc1,0.7,-0.67
COc1ccccc1CNC(=O)C(CCSC)NC(=O)C1CCC(C)CC1 (stereo not drawn),0.4,1.4
Cn1c(SCC(=O)N/N=C/C=C\c2ccccc2[N+](=O)[O-])nc2ccccc21,-0.3,0.03
CCCc1cc(C(=O)N(C2CCCCC2)C2CCCCC2)no1,0.0,1.4
O=C(NCCc1nc2ccccc2[nH]1)Nc1ccccc1,-1.3,-1.7
Cc1c(C2(O)CCCCC2)[nH]c2ccc(C#N)cc12,0.2,x

Following part.
Molecule,STK33 kinase inh,Kir21 block
CCN(CC)CCN(Cc1cc2cc3c(cc2[nH]c1=O)OCO3)C(=S)NCc1ccco1,-0.9,-0.03
O=C(CNC(=O)c1cccc(-n2cnnn2)c1)Nc1ccc(F)c(F)c1,0.6,x
COc1cc(C(=O)NC(=S)NNC(=O)c2ccc3c(c2)OCO3)cc(OC)c1OC,-0.7,1.4
C#CCOCCOCCOCCNc1nc(N2CCN(C(=O)[C@H](Cc3ccc(O)cc3)n3cc([C@@H](N)C(C)CC)nn3)CC2)nc(N2CCN(C(=O)[C@H](Cc3cc4ccccc4[nH]3)n3cc([C@@H](N)C(C)CC)nn3)CC2)n1 (stereo partly drawn),-1.0,-1.5
CCCCC1(Br)C(=O)N(c2ccccc2)N(c2ccccc2)C1=O,-0.9,x
CC(C)(C)OC(=O)C[C@H]1C/C=C\C[C@@H](CC(=O)N(CCO)Cc2ccccc2)C(=O)N2CCC[C@H]2COC1=O,0.3,x
COc1ccc(OC)c(/C=N\NC(=O)c2ccc(-c3ccccc3)cc2)c1,-0.1,-0.89
S=c1[nH]c(-c2cccs2)cn1-c1ccccc1,-1.1,-1.3
Cc1ccc(NC(=O)C2CCN(S(=O)(=O)c3c(C)n[nH]c3C)CC2)nc1,1.2,-1
O=C(NC1=NCCS1)C12CC3CC(C1)CC(C(=O)NC1=NCCS1)(C3)C2,0.3,-0.06

Exported with the structure last: entries from further up
STK33 kinase inh,Kir21 block,smiles
-0.7,1.4,COc1cc(C(=O)NC(=S)NNC(=O)c2ccc3c(c2)OCO3)cc(OC)c1OC
-1.0,-1.5,C#CCOCCOCCOCCNc1nc(N2CCN(C(=O)[C@H](Cc3ccc(O)cc3)n3cc([C@@H](N)C(C)CC)nn3)CC2)nc(N2CCN(C(=O)[C@H](Cc3cc4ccccc4[nH]3)n3cc([C@@H](N)C(C)CC)nn3)CC2)n1 (stereo partly drawn)
-0.9,x,CCCCC1(Br)C(=O)N(c2ccccc2)N(c2ccccc2)C1=O
0.3,x,CC(C)(C)OC(=O)C[C@H]1C/C=C\C[C@@H](CC(=O)N(CCO)Cc2ccccc2)C(=O)N2CCC[C@H]2COC1=O
-0.1,-0.89,COc1ccc(OC)c(/C=N\NC(=O)c2ccc(-c3ccccc3)cc2)c1
-1.1,-1.3,S=c1[nH]c(-c2cccs2)cn1-c1ccccc1

Next section.
Molecule,STK33 kinase inh,Kir21 block
Cc1cc(C)c(OCC(=O)N/N=C/c2ccco2)c(C)c1,-1.0,-0.86
CCOC(=O)c1[nH]c2ccc(C)cc2c1N=C(C)N(C)C,-0.3,-0.94
Cc1noc(C)c1S(=O)(=O)N1CCCC(C(=O)N2CCN(C3CCCCC3)CC2)C1 (stereo not drawn),-1.2,0.36
Cc1cc2nc(-c3ccc(SCc4ccc(C#N)cc4)nc3)[nH]c2cc1C,-0.9,1.4
CN(C)C(=O)COc1ccc2ccc(=O)oc2c1,-0.8,0.03
COC(=O)c1cc(Br)c(=O)n(Cc2ccco2)c1,-0.4,-0.14
CCn1ncc(CN2CCCC(C(=O)c3cccc(OC(C)C)c3)C2)c1C (stereo not drawn),-1.3,1.6
CC(NC(=O)C(=O)N/N=C\c1cccc([N+](=O)[O-])c1)c1ccccc1 (stereo not drawn),-0.9,0.37
CCCCCN1C=CC(=C2C(=O)c3ccccc3C2=O)C=C1,5.6,-0.9
CCC(=O)Nc1ccc2nc3c(=O)[nH]c(=S)[nH]c3nc2c1,-1.4,-0.79

Carrying on.
Molecule,STK33 kinase inh,Kir21 block
CC1=C(C(=O)OCC2CCCO2)C(c2ccc(C)cc2)C2=C(CC(C)(C)CC2=O)N1 (stereo not drawn),-5.4,0.61
CCCCc1c(C)nc2cc(-c3ccco3)[nH]n2c1=O,1.0,0.04
O=S(=O)(c1ccc(F)cc1)N1CCN=C1SCc1cccc(F)c1,-1.5,-2.3
Cc1ccc2cccc(OCc3ccc(Br)cc3)c2n1,-0.9,-0.48
OCCC1CN(Cc2ccc(F)cc2)CCN1CCc1ccccc1 (stereo not drawn),-0.3,-0.26
Cc1cccc(NC(=O)CCC(=O)N/N=C/c2ccncc2)c1,-2.0,-0.04
Cn1c(SCc2c(F)cccc2Cl)nc2ccccc2c1=O,0.9,x
Cc1ccc(/C=C/C(=O)N2CCN(c3cccc(C(F)(F)F)c3)CC2)cc1,-1.3,0.59
COC(=O)[C@@H](NC(=O)NCc1cccc(OC)c1)C(C)C,-0.2,-0.26
Cn1cc(S(=O)(=O)CC(=O)N2CCCc3ccccc32)c2ccccc21,0.4,-0.84

Additional entries:
Molecule,STK33 kinase inh,Kir21 block
CSc1ccc(-c2nnn(Cc3ccccn3)n2)cc1,-0.6,0.47
COc1ccc(CCN(C)C(=O)CCNC(=O)c2ccc(Br)cc2)cc1OC,-1.1,0.12
O=C(Nc1ccc2ccccc2c1)c1ccccc1O,0.0,-0.6
O=C(N1CCN(c2ccccc2)CC1)C12CC3CC(CC(C3)C1)C2,-1.5,1.5
COc1cc(C(=O)N(C)Cc2cccc(OC)c2OC)ccc1OCC(=O)Nc1cccc(C(F)(F)F)c1,-1.6,1.4
COc1cc2c(cc1NC(=O)COc1ccc3ccccc3c1)oc1ccccc12,2.2,-0.04
CCOc1cccc(-c2cc(C(=O)N/N=C/c3ccc(OC)c(CN4CCOCC4)c3)c3ccccc3n2)c1,-2.0,-0.53
